Screens (PubChem BioAssay)
Pf apPOL inh – Pf-apPOL inhibitors, biochemical, fluorescence; Recombinant Pf-apPOL, molecular beacon fluorescence, 1.5 h; 210,000 tested, 0.25% active; inhibition, % at 10 µM
mHTT CaM bind – mutant huntingtin-calmodulin interaction inhibitors – biochemical, AlphaScreen, primary screen; AlphaScreen His-mHTT/GST-CaM binding, luminescence; inhibition, % at 15 µM; 190,000 tested, 3.6% active;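 further: 0% = both proteins with DMSO and 100% = one protein alone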
* = called active by the depositor; / = not tested or not shown; & = joins results of further samples. No stated cut-off is given here; in the data, active means inhibition above about 50%; inactive means the rest. Not all compounds are listed; the hit share may differ from the screen's.

[1] Cc1cc2c(N3CCCC(C(=O)N4CCN(c5ccccc5)CC4)C3)nccc2s1 (configuration not stated)
[2] CCn1cc(SCC(=O)N2CCc3ccccc32)c2ccccc21
[3] S=C(NCCNC(=S)NCC1CC1)NCC1CC1
[4] CC(/C=C/c1ccccc1)=C\C(=O)O
[5] CNc1cc(-n2nc(-c3ccccc3)cc2-c2ccccc2)ncn1

compound no.	1	2	3	4	5
Pf apPOL inh	-0.4	-3.2	-5.5	-4.7	-5.0
mHTT CaM bind	99.8*	2.0	/	-3.7	26.0

[6] O=C(C1CCN(Cc2c(F)cccc2Cl)CC1)N1CCN(Cc2ccccc2)CC1
[7] CC(C)CNC(=O)C1CCN(c2ncccc2-c2nc(-c3cccc(Cl)c3)no2)CC1
[8] COc1cccc(C(=O)Cn2c(NCCCO)nc3ccccc32)c1
[9] COc1ccc(CCNC(=O)C2CCN(c3nc4ccc(C)cc4[nH]3)CC2)cc1OC
[10] C=CCc1ccccc1OCC(O)CN1CCN(C)CC1 (configuration not stated)

compound no.	6	7	8	9	10
Pf apPOL inh	1.1	-5.5	-10.0	-10.0	-1.1
mHTT CaM bind	29.8	-13.9	1.3	3.0	-4.3

[11] CCN1CCN(C(=O)C2CCCN(c3cnn(C)c(=O)c3)C2)CC1 (configuration not stated)
[12] Nc1cc(N)nc(SCc2ccc(Cl)c(Cl)c2)n1
[13] O=S(=O)(Cc1ccccc1)N1CCN(c2ccccc2)CC1
[14] COc1ccc(-c2nnc(N3CCC(C(=O)NCCN4CCCCC4C)CC3)o2)cc1 (configuration not stated)
[15] CCC1Oc2ccccc2C2CC(c3cccs3)=NN12 (configuration not stated)

compound no.	11	12	13	14	15
Pf apPOL inh	-0.5	/	-6.4	-2.6	3.4
mHTT CaM bind	-2.6	14.6	2.7	-9.2	75.0*

[16] Cc1ccc(NC(=O)C2Cc3ccccc3CN2S(C)(=O)=O)cc1F (configuration not stated)
[17] CCn1c(=N)c(C(=O)NCc2ccco2)cc2c(=O)n3ccccc3nc21
[18] N#Cc1ccc(-n2nc(-c3ccccc3)c3ccccc3c2=O)c([N+](=O)[O-])c1
[19] CCc1cc2c(=O)c(-c3ccccc3)c(C(F)(F)F)oc2cc1OC
[20] CCCOc1ccc(N2C(=O)CC(N3CCN(c4ccc5c(c4)OCO5)CC3)C2=O)cc1 (configuration not stated)

compound no.	16	17	18	19	20
Pf apPOL inh	-5.1	-1.0	-2.7	4.0	-3.3
mHTT CaM bind	-5.0	0.0	6.0	-1.0	1.2

[21] Cc1cc(C)c2nc3s/c(=C\c4cccs4)c(=O)n3c2c1
[22] Cc1ccc(F)cc1NC(=O)C1CCc2sc(C(=O)N3CCCC3)cc2C1 (configuration not stated)
[23] CS(=NC(=O)c1ccc(Cl)cc1)c1ccc(OC(=O)c2ccc(Cl)cc2)cc1 (configuration not stated)
[24] COc1cccc(C2=N/C(=C\C(Cl)=C\c3ccccc3)C(=O)O2)c1
[25] CNC(=O)C(C1CCCC1)N1CCN(C(=O)c2ccc(F)cc2)CC1 (configuration not stated)

compound no.	21	22	23	24	25
Pf apPOL inh	-4.4	-3.4	-9.5&-0.8	0.4	-3.8
mHTT CaM bind	-10.0	-2.3	/	15.0	-7.6

[26] C=CCOc1ccc(C=Nc2ccc(OC)cc2)cc1
[27] COc1ccc(S(=O)(=O)Nc2cccc(OC)c2)cc1
[28] Cc1nc(CCNC(=O)C2CCCN2S(=O)(=O)c2ccc(C)c(C)c2)cs1 (configuration not stated)
[29] Cc1ccc(N2C(=O)C3N=NN(CC(=O)Nc4ccccc4Cl)C3C2=O)cc1 (configuration not stated)
[30] O=C(Nc1nc(-c2ccc(F)cc2)cs1)c1cc2ccccc2oc1=O

compound no.	26	27	28	29	30
Pf apPOL inh	-1.6	-7.0	-6.4	4.9	2.5
mHTT CaM bind	2.0	-3.7	-3.4	11.0	6.0

[31] CC(C)CN1CCC(C(=O)N2CCN(c3ccccc3F)CC2)CC1
[32] Fc1ccc(-c2noc(C3CCCCC3)n2)cc1
[33] O=c1[nH]c2c(s1)C(c1ccc(O)cc1)C1C3CCC(C3)C1S2 (configuration not stated)
[34] Cc1cc(Br)c(O)c(C2NC(C(=O)O)Cc3c2[nH]c2ccccc32)c1 (configuration not stated)
[35] O=C(Nc1cccc([N+](=O)[O-])c1)c1ccc(S(=O)(=O)N2CCCCC2)cc1

compound no.	31	32	33	34	35
Pf apPOL inh	-3.8	-5.3	-5.1	-1.1	-0.8
mHTT CaM bind	5.2	-65.3	63.1*	13.0	0.8

[36] O=C(c1c(F)cccc1F)N1CCC(Nc2cccnc2)C1 (configuration not stated)
[37] COc1ccc([N+](=O)[O-])cc1CSc1nnnn1Cc1ccccc1
[38] CCCn1cnnc1C1CCN(Cc2ccc[nH]2)CC1
[39] Cc1ccc(S(=O)(=O)CCc2nnc(NC(=O)c3ccc([N+](=O)[O-])cc3)s2)cc1
[40] CCNc1cc(NCCNC(=O)c2ccccc2OC)nc(C)n1

compound no.	36	37	38	39	40
Pf apPOL inh	-4.2	-0.4	8.6	3.3	-7.7
mHTT CaM bind	-2.2	1.7	38.7	-3.8	-3.5

[41] Nc1ccn(C2O[C@H](CO)[C@@H](O)C2(F)F)c(=O)n1 (some centres not stated)
[42] COc1ccccc1-c1nc(SCC(=O)c2ccc(O)c(O)c2)n[nH]1
[43] O=C(NCCCn1cccn1)C1CN(S(=O)(=O)c2cccnc2)CC12CCCCC2 (configuration not stated)
[44] O=C(CSc1nccc2ccccc12)N1CCN(Cc2ccc3c(c2)OCO3)CC1
[45] CCOC(=O)Cc1csc(N)n1

compound no.	41	42	43	44	45
Pf apPOL inh	11.9	-10.0	0.8	-20.8	-0.1
mHTT CaM bind	/	16.0	-1.8	30.0	0.4

[46] O=C(COc1ccccc1C(=O)O)c1ccc(O)cc1O
[47] O=C1CC(c2ccco2)CC2=C1C(c1ccccc1)n1nc(C(F)(F)F)nc1N2 (configuration not stated)
[48] CCCCc1nnc(NC(=O)CCc2ccccc2)s1
[49] Cc1ccc(C2=NOC(CN(C)C(=O)CC(C)C)C2)cc1 (configuration not stated)
[50] O=C(NCCN1CCCC1)NC1COc2ccccc2C1 (configuration not stated)

compound no.	46	47	48	49	50
Pf apPOL inh	-0.5&2.7	0.9	1.6	-1.4	-4.4
mHTT CaM bind	-6.6&-7.2	-2.9	1.1	-2.7	-1.4

[51] Nc1cc2c(cc1Cl)C(=O)NC2=O
[52] CSCC(C)(O)CNC(=O)CC(C)(C)C (configuration not stated)
[53] O=c1[nH]c2ccc(Cl)cc2c(-c2ccccc2)c1N1CCN(Cc2ccc3c(c2)OCO3)CC1
[54] CCc1ccc(N(CC(=O)NC2CCCC2)S(C)(=O)=O)cc1
[55] N#Cc1ccc([N+](=O)[O-])cc1C#N

compound no.	51	52	53	54	55
Pf apPOL inh	-5.9	-0.1	-2.3	-2.6	1.2
mHTT CaM bind	/	-8.1	100.0*	-1.0	-4.4

[56] O=C(c1ccc(N2C(=O)CCC2=O)cc1)N1CCOCC1
[57] CN1CCN(Cc2c(O)ccc3c(-c4cc5ccccc5oc4=O)cc(=O)oc23)CC1
[58] O=C(Nc1ccc(OC(F)(F)F)cc1)Nc1ccc2ccccc2n1
[59] Nc1ccc(N=Nc2ccccc2)c(N)n1
[60] COc1ccc(N2CCN(S(=O)(=O)c3ccccc3)CC2)cc1

compound no.	56	57	58	59	60
Pf apPOL inh	-0.4	-2.0	-7.3	/	-6.6
mHTT CaM bind	-2.9	-5.3	/	52.5*	16.1

A draw from above in order of SMILES length, rising:
[45] CCOC(=O)Cc1csc(N)n1
[51] Nc1cc2c(cc1Cl)C(=O)NC2=O
[59] Nc1ccc(N=Nc2ccccc2)c(N)n1
[52] CSCC(C)(O)CNC(=O)CC(C)(C)C (configuration not stated)
[55] N#Cc1ccc([N+](=O)[O-])cc1C#N
[48] CCCCc1nnc(NC(=O)CCc2ccccc2)s1
[50] O=C(NCCN1CCCC1)NC1COc2ccccc2C1 (configuration not stated)

compound no.	45	51	59	52	55	48	50
Pf apPOL inh	-0.1	-5.9	/	-0.1	1.2	1.6	-4.4
mHTT CaM bind	0.4	/	52.5*	-8.1	-4.4	1.1	-1.4

[46] O=C(COc1ccccc1C(=O)O)c1ccc(O)cc1O
[49] Cc1ccc(C2=NOC(CN(C)C(=O)CC(C)C)C2)cc1 (configuration not stated)
[54] CCc1ccc(N(CC(=O)NC2CCCC2)S(C)(=O)=O)cc1
[58] O=C(Nc1ccc(OC(F)(F)F)cc1)Nc1ccc2ccccc2n1
[47] O=C1CC(c2ccco2)CC2=C1C(c1ccccc1)n1nc(C(F)(F)F)nc1N2 (configuration not stated)
[57] CN1CCN(Cc2c(O)ccc3c(-c4cc5ccccc5oc4=O)cc(=O)oc23)CC1
[53] O=c1[nH]c2ccc(Cl)cc2c(-c2ccccc2)c1N1CCN(Cc2ccc3c(c2)OCO3)CC1

compound no.	46	49	54	58	47	57	53
Pf apPOL inh	-0.5&2.7	-1.4	-2.6	-7.3	0.9	-2.0	-2.3
mHTT CaM bind	-6.6&-7.2	-2.7	-1.0	/	-2.9	-5.3	100.0*

Other records.
[61] O=C(NCc1cccc(Br)c1)c1ccc(-c2cccnc2)nc1
[62] CCCCNC(=O)CSC(=NC#N)SCC(=O)NCCCC
[63] CSC(=Nc1ccc(Cl)cc1)NC#N
[64] CN(CC(=O)Nc1cccc(C(F)(F)F)c1)S(=O)(=O)c1cccs1
[65] COc1ccc(C)cc1C1=C/C(=C\c2ccc(C)o2)C(=O)O1
[66] CS(=O)(=O)N1CCC(Oc2ccc(-n3cnnn3)cc2)CC1
[67] Cc1csc(-c2ccc(N3CCN(C(=O)c4cc(F)ccc4F)CC3)nc2)n1

compound no.	61	62	63	64	65	66	67
Pf apPOL inh	-5.0	-2.4	/	-0.2	2.8	-7.5	-11.4
mHTT CaM bind	-5.0	-11.0	-6.0	-12.0	61.0*	-8.4	3.3
